Screening results from PubChem.
SIAH1 antagonists = Siah-1 peptide-binding antagonists, primary screen, biochemical, fluorescence polarization, rhodamine-plectin, uHTS (AID 1817) | 290,000 compounds, 0.02% hits | Siah-1 / rhodamine-plectin peptide fluorescence polarization; higher % means a stronger effect | one-dose displacement, % at 20 µM; IC50 in µM for titrated hits | E3 ubiquitin-protein ligase SIAH1 (Homo sapiens);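 active = displacement of at least 50% at 20 µM, with a fluorescence ratio check between 0.3 and a set limit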;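 note: plate controls were Siah plus tracer with DMSO for no effect and tracer alone without Siah for full effect; strong numbers were not always called active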
KOR beta-arrestin-1 = KOR agonists, beta-arrestin recruitment, primary screen, cell-based, luminescence, uHTS (AID 1777); KOR beta-arrestin recruitment, luminescence; higher % means a stronger effect; activation, % at 10 µM; hits with a dose series show EC50 in µM; 280,000 compounds, 0.02% hits; in the data active = activation above about 50%, passing the limit was not always enough; note: a part of the inactive calls stands beside numbers as strong as those of hits
HEK293 NOD2/NF-kB = NOD2 signaling inhibitors, cell-based, luminescence, uHTS, HEK293 (AID 1566); one-dose inhibition, % at 4 µM; EC50 in µM for titrated hits; 290,000 compounds, 0.63% hits; HEK293 NOD2/NF-kB luciferase reporter, luminescence; higher % means a stronger effect; note: many of its hits are not listed in these tables
Myeloid diff 2 = induction of myeloid progenitor differentiation, primary screen, cell-based, flow cytometry, MLPCN library | ER-HoxA9 myeloid progenitors, lysozyme-GFP differentiation | calls only at 10 µM | 360,000 compounds, 1% hits | AID 624256, 2012;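 active = normalized GFP-positive differentiation at or above the plate's own cutoff, the solvent-only control mean plus 3 SD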;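 note: cells exposed to compound for four days before flow analysis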
Salmonella PhoP GFP = inhibitors of PhoP regulon expression, primary screen, Salmonella Typhimurium, GFP reporter (AID 1863); 300,000 compounds, 0.16% hits; inhibition, % at 50 µM, or IC50 in µM where a hit was titrated; S. Typhimurium PhoP-regulated promoter GFP reporter, 4 h; higher % means a stronger effect;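 active = inhibition over 29.93%, a cutoff 3 SD above the screen mean, later confirmed by dose response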;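 note: 0% = low Mg2+ inducing control and 100% = high Mg2+ repressing control; strong numbers were not always called active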
LYP inhibition = inhibitors of LYP phosphatase, biochemical, fluorescence intensity, uHTS (AID 1779). one-dose inhibition, % at 11.5 µM; IC50 in µM for titrated hits. Tyrosine-protein phosphatase non-receptor type 22 (Homo sapiens). recombinant LYP phosphatase, fluorescence intensity; higher % means a stronger effect. 290,000 compounds, 0.054% hits;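 note: plate controls were vehicle with enzyme for no effect and no enzyme for full effect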
HIV peptide binding = inhibitors of HIV fusion peptide binding, primary screen, biochemical, uHTS, fluorescence dequenching (AID 1986); 290,000 compounds, 0.3% hits; inhibition, % at 20 µM; hits with a dose series show IC50 in µM; cell-free peptide binding, fluorescence dequenching, 30 min; higher % means a stronger effect; in the data active = inhibition mostly above about 52%, no sharp cut-off; inactive = mostly below about 76%; note: some results filed as inactive read as strong as hits
NOD1 NF-kB reporter = NOD1 signaling inhibitors, primary screen, cell-based, luminescence, uHTS (AID 1578). NOD1-driven NF-kB luciferase reporter cells, luminescence; higher % means a stronger effect. inhibition, % at 4 µM, or EC50 in µM where a hit was titrated. 290,000 compounds, 1% hits; in the data active = inhibition mostly above about 36%, no sharp cut-off; inactive = mostly below about 34%;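 note: HEK-293T reporter cells stimulated with the NOD1 agonist gamma-tri-DAP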
KOR beta-arrestin-2 = KOR antagonists, beta-arrestin recruitment, cell-based, luminescence, uHTS (AID 1778); Kappa-type opioid receptor (Homo sapiens); KOR beta-arrestin recruitment, luminescence, antagonist mode; higher % means a stronger effect; inhibition, % at 10 µM; hits with a dose series show IC50 in µM; 290,000 compounds, 0.091% hits; note: strong numbers were not always called active
Myeloid diff 2 GFP+ MAC1+ % = also measured in Myeloid diff 2; calls as there; GFP+ MAC1+ double positive, %; measured here: differentiation confirmed by MAC1 staining
* = called active by the depositor; i = inactive; · = no result given; [ ] = another dose, or the depositor's remark. Cut-off read from the data, not from the text of the source, unless noted: active = inhibition above about 50%; inactive = the rest. Some of the compounds tested; count on the stated rates, not on these rows.

The opening three records, to show the layout:
Compound	SIAH1 antagonists	KOR beta-arrestin-1	HEK293 NOD2/NF-kB	Myeloid diff 2	Myeloid diff 2 GFP+ MAC1+ %	Salmonella PhoP GFP	LYP inhibition	HIV peptide binding	NOD1 NF-kB reporter	KOR beta-arrestin-2
COc1cccc(NC(=O)C2CCN(S(=O)(=O)c3ccc4[nH]c(=O)oc4c3)CC2)c1	-1%	8.8%	18%	i	0.7	-3%	-6%	8.7%	-18%	-19%
CC(C)CCc1noc(CN2CCN(c3ccc(Cl)cn3)CC2)n1	-1%	·	11%	i	0.1	6%	-6%	-2.1%	-18%	-2%
Cn1c(SCC(=O)NCc2ccc3c(c2)OCO3)nc2c(c1=O)SCC2	2%	-4.9%	-2%	i	2.4	-2%	5%	-1.2%	-33%	-1%

The whole of this part, from the start:
Compound	SIAH1 antagonists	KOR beta-arrestin-1	HEK293 NOD2/NF-kB	Myeloid diff 2	Myeloid diff 2 GFP+ MAC1+ %	Salmonella PhoP GFP	LYP inhibition	HIV peptide binding	NOD1 NF-kB reporter	KOR beta-arrestin-2
COc1cccc(NC(=O)C2CCN(S(=O)(=O)c3ccc4[nH]c(=O)oc4c3)CC2)c1	-1%	8.8%	18%	i	0.7	-3%	-6%	8.7%	-18%	-19%
CC(C)CCc1noc(CN2CCN(c3ccc(Cl)cn3)CC2)n1	-1%	·	11%	i	0.1	6%	-6%	-2.1%	-18%	-2%
Cn1c(SCC(=O)NCc2ccc3c(c2)OCO3)nc2c(c1=O)SCC2	2%	-4.9%	-2%	i	2.4	-2%	5%	-1.2%	-33%	-1%
N#C/C(=C\c1ccc(OCc2ccc(C(=O)O)cc2)cc1)C(=O)NCc1ccccc1	8%	-4.2%	8%	i	1.2	-8%	-3%	20%	-15%	-7%[20 µM]
Cc1ccc(CNC(=S)Nc2ccc(OC(F)F)cc2C)cc1	-5%	3.3%	3%	i	0.3	2%	-2%	-1.3%	19%	-1%
O=C1[C@@H]2Cc3c([nH]c4ccccc34)[C@@H](c3ccccc3)N2C(=O)[C@@H]2Cc3c([nH]c4ccccc34)[C@@H](c3ccccc3)N12	-6%	3.1%	15%	·	·	-2%	-10%	4.2%	33%	-6%
COCCNC(=O)c1ccc(C2SCC(=O)N2CCc2ccccc2)cc1 (stereo not drawn)	6%	-2.0%	17%	i	0.6	0%	-8%	-1.1%	-11%	-5%[20 µM]
Cc1ccc(S(=O)(=O)/N=C(/NC(=S)Nc2c(C)n(C)n(-c3ccccc3)c2=O)c2ccccc2)cc1	2%	-3.6%	2%	i	0.3	0%	-3%	-0.4%	-6%	18%
O=C1c2ccccc2C(=O)N1CCCCN(C(=O)c1cc2ccccc2oc1=O)c1ccc(Cl)cc1	21%	1.9%	3%	i	0.2	29%	0%	-0.1%	-21%	27%
C/C(=N\NS(C)(=O)=O)c1ccccc1	1%	-1.0%	-10%	i	1.1	6%	-3%	-1.4%	-3%	3%
COc1ccc(N2CCN(C(=O)c3oc4ccccc4c3C)CC2)cc1	-1%	1.6%	8%	i	1.4	0%	8%	-0.2%	-41%	29%
CC(=O)CCN1CCOCC1	-4%	-4.5%	4%	i	2.3	-8%	-7%	-1.6%	4%	10%
Cc1c(C(=O)N2CCOCC2)oc2ccc(S(=O)(=O)N3CCCCCC3)cc12	2%	-6.2%	13%	i	1.3	-2%	-6%	-0.2%	-14%	18%
CC(=O)c1sc2nc(C)c3c(c2c1N)CCCC3	-6%	-0.3%	30%	i	0.0	-12%	-5%	-1.5%	-4%	15%
COc1ccc(C2=CSC3=NCCN23)cc1F	0%	-0.4%	16%	i	0.6	7%	-2%	1.7%	-37%	-30%
COc1ccc(N2C(=O)CC(N3CCN(c4ccccc4OC)CC3)C2=O)cc1 (stereo not drawn)	0%	-3.7%	11%	i	0.2	-5%	-9%	-0.7%	3%	-5%[20 µM]
Cc1c(Cl)cccc1NCC(=O)Nc1ccc(Cl)cc1F	-1%	-2.0%	-31%	i	1.8	-2%	9%	4.6%	-27%	6%
CCCCNCc1cc(Br)c(OCC(=O)NCc2ccccc2)c(OC)c1	-6%	-0.4%	20%	i	0.5	3%	-8%	-2.0%	-10%	-4%
Cn1nc(-c2ccc(C(=O)N3CCN(CCO)CC3)cc2)c2ccccc2c1=O	-6%	5.1%	4%	i	1.6	-5%	-3%	0.1%	-10%	-21%
CCn1c(=O)cc(SCC(=O)NCCCN2CCC(C)CC2)c2ccccc21	-2%	-0.5%	-1%	i	0.0	4%	0%	-0.3%	-40%	-45%
Cc1ccccc1-n1c(-c2csc3ccccc23)n[nH]c1=S	4%	-1.9%	2%	i	0.8	12%	-2%	-0.9%	-26%	-28%
CC1CCN(Cc2csc(N)n2)CC1	2%	1.0%	4%	i	0.6	-7%	1%	-1.5%	-5%	-20%
Cc1cc(C)c2nc(/N=C(\N)NC(=O)c3ccccc3)nc(C)c2c1	-1%	3.4%	24%	i	0.2	-3%	-8%	2.0%	7%	-1%
COc1ccc(-n2c(=S)[nH]c3cc(C(=O)N4CCN(c5ccccc5)CC4)ccc3c2=O)cc1	0%	-1.8%	-2%	i	2.1	4%	-4%	-0.4%	-50%	-20%
COc1ccc(C(=O)N2CCCC(C(=O)O)C2)c2ccccc12 (stereo not drawn)	0%	-5.6%	7%	i	2.2	4%	-12%	-0.1%	-30%	14%

Compound	SIAH1 antagonists	KOR beta-arrestin-1	HEK293 NOD2/NF-kB	Myeloid diff 2	Myeloid diff 2 GFP+ MAC1+ %	Salmonella PhoP GFP	LYP inhibition	HIV peptide binding	NOD1 NF-kB reporter	KOR beta-arrestin-2
CCOc1cccc(NC(=O)CC#N)c1	0%	1.5%	-8%	i	0.8	0%	2%	-0.2%	-31%	10%
COc1cc(NC(=S)N2CCN(S(=O)(=O)c3ccc(F)cc3)CC2)cc(OC)c1	-1%	-4.4%	-4%	i	0.5	-3%	0%	-0.7%	-42%	4%
O=C(NCCCNCc1ccccc1)/C(=N\O)c1ccccc1	5%	-6.2%	11%	i	0.0	0%	2%	1.0%	-22%	29%
Cn1nc(C(=O)Oc2cc(=O)n(C)c3ccccc23)c2ccccc2c1=O	4%	-4.2%	13%	i	0.8	3%	-7%	-1.3%	-24%	1%[20 µM]
Cc1ccc(-c2c[n+](CC(=O)Nc3cc(=O)n(C)c(=O)n3C)c3n2CCC3)cc1	6%	3.8%	2%	i	1.0	-12%	0%	-0.5%	-17%	-25%
COc1ccc(C(=O)C2CCCN(C(=O)C3CCOCC3)C2)c(C)c1 (stereo not drawn)	-3%	3.2%	24%	i	0.8	4%	-8%	-1.0%	1%	4%
Cn1cc(CN(CCO)Cc2cccs2)c(-c2cccc(Cl)c2)n1	-2%	-4.2%	-9%	i	1.0	-12%	-12%	0.8%	-17%	-24%
COc1ccc(Nc2ncnc3sc(C)cc23)c(OC)c1	5%	-6.5%	-27%	i	0.2	0%	-7%	0.0%	-18%	-14%
COc1ccc(/C(C)=N/OCC(=O)Nc2nc3ccccc3s2)cc1	6%	-0.1%	3%	i	0.6	6%	10%	-1.4%	-19%	-9%
COC(=O)c1ccccc1NC(=O)C1CCCN(S(C)(=O)=O)C1 (stereo not drawn)	0%	3.8%	12%	i	11	3%	-6%	-2.7%	-19%	30%
COc1cccc(NC(=O)CN2CCC(C)CC2)c1	-1%	-0.1%	-13%	i	1.1	3%	-4%	2.0%	-49%	-34%
COC(=O)c1[nH]c2cccc(Cl)c2c1NC(=O)CN1CCN(CCO)CC1	-6%	-4.7%	12%	i	0.8	6%	-5%	-2.1%	24%	47%
CS(=O)(=O)N(CC(=O)Nc1ccccc1C(=O)N1CCOCC1)c1ccccc1	26%	-0.7%	-6%	i	0.0	4%	-3%	3.4%	-4%	21%
CSc1ccccc1NC(=O)CN(C1CCCCC1)S(C)(=O)=O	2%	2.5%	-1%	i	0.7	-1%	-10%	3.8%	-16%	4%
CCOc1cc(N2CCOCC2)c(OCC)cc1NC(=O)COc1ncnc2ccccc12	0%	-9.5%	-4%	i	1.5	-2%	-3%	0.4%	-21%	-9%
Cc1ccc(NC(=S)NCc2ccccc2)c(C)c1	-2%	-2.1%	-14%	i	0.8	15%	6%	-1.9%	18%	41%
COCCSc1ccccc1C(=O)N1CCN(c2ccccc2OC)CC1	2%	3.0%	-6%	i	0.3	5%	-1%	1.0%	-13%	-27%
COc1ccc(CCNC(=O)c2cc(=O)c3ccc(C)cc3o2)cc1OC	2%	-1.1%	11%	i	0.7	-8%	-4%	-0.4%	-6%	18%
CCOC(=O)Cn1nc(C)n(-c2c(C)cccc2C)c1=O	-3%	2.4%	2%	i	0.2	5%	-2%	-0.8%	-19%	-26%
CCN(CC)Cc1c(O)ccc2occ(C(=O)c3ccc(OC)cc3)c12	20%	-2.9%	10%	i	0.0	7%	0%	-1.2%	-25%	-16%
COc1ccccc1N1C(=O)C2C3C=CC(C3)C2(C)C1=O (stereo not drawn)	1%	-9.2%	1%	i	1.0	-6%	-2%	1.1%	-17%	23%
O=C(C(=O)N1CCN(c2ccc(F)cc2)CC1)N1CCCCC1	0%	-3.4%	6%	i	0.0	3%	-10%	0.4%	1%	-18%[20 µM]
CNC(=O)NC(=O)Cn1cnc2sc(-c3ccccc3)cc2c1=O	15%	-1.8%	15%	i	0.3	-7%	-4%	-1.1%	0%	18%
Cc1cc(C)cc(Nc2nc3c(S(=O)(=O)c4ccccc4)nnn3c3ccccc23)c1	16%	-2.9%	4%	i	0.3	-4%	-9%	0.3%	-12%	-18%
